# From PubChem BioAssay
# PPARg SRC-3 ag: PPARgamma agonists recruiting SRC-3 coactivator, primary screen, biochemical; Peroxisome proliferator-activated receptor gamma (Homo sapiens), P37231; biochemical PPARgamma/SRC-3 coactivator recruitment assay; activation, % at 8 µM; 0.26% of 200,000 active; in the data active means activation above about 23%;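 further: 0% = DMSO and 100% = reference agonist; some compounds past the cut are filed as inactive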
# ROMK primary: ROMK potassium channel modulators, primary screen, cell-based, thallium flux, MLSMR library; B-score at 10 µM; Tet-inducible ROMK, thallium flux fluorescence; actives lie on both sides; 2% of 130,000 active;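 active means signal ratio slope over the read window, or its plate-corrected B-score, at least 3 SD from the plate mean, either direction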;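 further: B-score of the F/F0 ratio slope over 7 to 12 s after thallium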
# TLR4-MyD88 BLA: inhibitors of TLR4-MyD88 association in cells, primary screen, cell-based, HeLa CL3-4, BLA complementation, FRET ratio. Toll-like receptor 4 (Homo sapiens) + Myeloid differentiation primary response protein …. HeLa CL3-4 TLR4/MyD88 BLA complementation. inhibition, % at 8.4 µM. 0.18% of 200,000 active. AID 861, 2007; in the data active means inhibition above about 25%;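 further: 0% = vehicle and 100% = reference inhibitor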
# Target sequence (O00206 whole entry, looked up): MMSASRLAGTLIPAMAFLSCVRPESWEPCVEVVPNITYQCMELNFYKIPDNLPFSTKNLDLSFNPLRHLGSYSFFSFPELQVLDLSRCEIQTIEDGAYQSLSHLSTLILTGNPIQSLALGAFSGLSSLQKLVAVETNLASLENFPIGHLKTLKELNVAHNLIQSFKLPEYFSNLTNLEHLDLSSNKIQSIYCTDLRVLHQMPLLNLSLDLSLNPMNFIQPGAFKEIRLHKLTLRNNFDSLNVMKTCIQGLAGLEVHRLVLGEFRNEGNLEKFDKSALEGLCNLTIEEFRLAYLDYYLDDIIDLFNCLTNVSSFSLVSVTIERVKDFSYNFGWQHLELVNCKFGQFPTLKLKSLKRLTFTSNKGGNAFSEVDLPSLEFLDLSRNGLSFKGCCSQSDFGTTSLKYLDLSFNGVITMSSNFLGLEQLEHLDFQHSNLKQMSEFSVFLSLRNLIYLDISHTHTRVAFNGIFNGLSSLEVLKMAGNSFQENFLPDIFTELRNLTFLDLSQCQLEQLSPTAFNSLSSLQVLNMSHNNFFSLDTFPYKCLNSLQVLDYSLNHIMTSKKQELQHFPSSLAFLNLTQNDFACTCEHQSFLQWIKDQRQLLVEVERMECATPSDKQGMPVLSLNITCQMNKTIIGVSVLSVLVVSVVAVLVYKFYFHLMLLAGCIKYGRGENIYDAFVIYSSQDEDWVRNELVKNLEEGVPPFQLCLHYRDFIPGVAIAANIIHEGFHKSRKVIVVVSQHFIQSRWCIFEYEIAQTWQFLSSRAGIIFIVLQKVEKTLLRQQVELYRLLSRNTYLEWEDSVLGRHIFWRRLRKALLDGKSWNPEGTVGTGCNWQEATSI
# Target sequence (Q99836 whole entry, looked up): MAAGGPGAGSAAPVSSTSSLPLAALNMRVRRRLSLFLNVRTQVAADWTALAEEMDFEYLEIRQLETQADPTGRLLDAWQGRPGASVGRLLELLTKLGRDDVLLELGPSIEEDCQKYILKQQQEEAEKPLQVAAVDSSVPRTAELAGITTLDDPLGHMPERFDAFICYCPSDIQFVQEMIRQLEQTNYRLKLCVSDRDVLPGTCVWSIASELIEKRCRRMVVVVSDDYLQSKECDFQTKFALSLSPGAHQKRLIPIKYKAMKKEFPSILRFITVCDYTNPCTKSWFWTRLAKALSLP
# Redox H2O2 prof: compounds producing H2O2 with reducing agent – biochemical, NIH compound library profiling, artefact control for MLSCN library redox annotation, primary screen; activation, % at 10 µM; 0.03% of 200,000 active; DTT-dependent redox cycling H2O2, phenol red/HRP absorbance; 100% = 100 µM peroxide control, 0% = buffer; AID 878, 2007;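 active means activation of at least 50% relative to the plate's high and low controls in the primary single-dose screen; inactive means activation below 50%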;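 further: compound incubated with DTT at 0.8 mM final as the reducing agent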
# S1P3 antag: S1P3 receptor antagonists, primary screen, cell-based | AID 485, 2006 | 0.27% of 170,000 active | inhibition, % at 4.98 µM | CHO S1P3 NFAT-BLA reporter, FRET fluorescence, antagonist mode;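 active means inhibition above the plate cutoff, the mean inhibition of test wells on that plate plus 3 SD, cut at about 28% in these data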;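 further: cells challenged with S1P at its EC80 of 0.8 µM; blue over green emission ratio from cleaved BLA substrate after 4 h stimulation; 0% = S1P-stimulated wells and 100% = unstimulated DMSO-only wells; some compounds past the cut are filed as inactive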
# bIAP inhibitor: bovine intestinal alkaline phosphatase inhibitors, primary screen, selectivity assay for TNAP inhibitor project, biochemical, bovine IAP, CDP-star luminescence; alkaline phosphatase, intestinal [Bos taurus]; purified bovine IAP, 30 min; inhibition, % at 20 µM; 190,000 tested, under 10 active; AID 1019, 2008;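 active means over 50% inhibition of intestinal alkaline phosphatase at 20 µM in the single-dose screen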
#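 System: Purified bovine intestinal alkaline phosphatase (IAP) enzyme | Input: IAP diluted 1/65,000,000 in the well | Also added: CDP-star chemiluminescent phosphatase substrate, 30 µM final | Dosing: 20 µM single dose | Times: Enzyme reaction for 30 min at room temperature | Detection: Luminescence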
# Lmaj promast: Leishmania major promastigote growth inhibition, primary screen. inhibition, % at 10 µM. Leishmania major promastigotes, resazurin fluorescence viability. 9% of 200,000 active. AID 1063, 2008; in the data active means inhibition above about 50%;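 further: promastigotes grown with compound for 44 hours at 28 °C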
# PPARg SRC-2 ag: agonists of PPARg-SRC-2 recruitment, primary screen, biochemical, HTS; Peroxisome proliferator-activated receptor gamma (Homo sapiens), P37231; activation, % at 8 µM; PPARgamma LBD-SRC-2 recruitment; 0.34% of 200,000 active; in the data active means activation above about 22%;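 further: 0% = vehicle and 100% = reference agonist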
# PPARg SRC-1 ag: PPARgamma agonists recruiting SRC-1 coactivator, primary screen, biochemical. PPARgamma-SRC-1 coactivator recruitment biochemical assay. activation, % at 8 µM. AID 631, 2007. Peroxisome proliferator-activated receptor gamma (Homo sapiens), P37231. 0.41% of 200,000 active; in the data active means activation above about 19%;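 further: 0% = DMSO and 100% = reference agonist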
# SRC2 TRFRET art: TR-FRET signal artefacts, primary screen, artefact control for PPARgamma SRC-2 agonist project, biochemical | TR-FRET artefact counter-screen; hits give high values | AID 1049, 2008 | 0.4% of 200,000 active | TR-FRET ratio at 8 µM; in the data active means TR-FRET ratio above about 2000; further: inactives centre near 1500
# bIAP act: bovine intestinal alkaline phosphatase activators, primary screen, biochemical, bovine IAP, CDP-star luminescence; purified bovine IAP, 30 min; hits give high values; fold of DMSO-control signal, blank-subtracted; activation factor at 20 µM; 0.17% of 200,000 active; AID 1016, 2008;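 active means activation factor of 2 or more at 20 µM, a signal rise over negative controls twice the positive control's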
# * marks the source's active call; other numbers are inactive results; / = no result given.
SMILES,PPARg SRC-3 ag,ROMK primary,TLR4-MyD88 BLA,Redox H2O2 prof,S1P3 antag,bIAP inhibitor,Lmaj promast,PPARg SRC-2 ag,PPARg SRC-1 ag,SRC2 TRFRET art,bIAP act
CCOCC(=O)Nc1nc2ccc(OCC)cc2s1,4,/,3,-3.7,7,-2,8,4,4,1612,1
CSc1ccccc1NC(=O)Nc1cccc(Cl)c1Cl,9,/,1,1.6,/,38,4,3,1,1734,0.6
Cc1cc(=O)oc2cc(OCC(=O)N3CCOCC3)ccc12,11,/,2,0.8,/,-16,-3,9,2,1582,1.2
CC1Sc2ccc(C(=O)O)cc2NC1=O (stereo not drawn),11,0.12,1,-0.2,/,7,-7,3,3,1611,0.9
O=C(CSc1nc2ccccc2c(=O)n1-c1ccc(F)cc1)Nc1ccc2c(c1)CCC2,2,/,-4,0.2,-4,16,81*,4,8,1647,0.8
Cc1cc(N)c2ccccc2n1,2,-0.21,5,-0.7,-22,-2,-3,-3,-1,1782,1
Cc1ccc(C(=O)N/N=C2\CC3CC=CC23)c(C)c1 (stereo not drawn),-1,-0.48,9,0.3,-9,-6,-5,3,6,1485,1.1
Cc1ccc2nc(C3CCN(C(=O)c4ccco4)CC3)[nH]c2c1,1,/,0,0.5,17,5,-1,3,1,1493,1
CCCOC(=O)c1cccc(NC(=O)COc2ccc([N+](=O)[O-])cc2)c1,4,-0.93,-7,-0.1,9,9,-6,0,-1,1528,0.9
Cc1cccc(N2CCN(Cc3c(C)n(C)n(-c4ccccc4)c3=O)CC2)c1C,-4,/,11,2.8,5,4,-2,-10,-6,1394,1
Cc1ccc(S(=O)(=O)CNC(=S)c2cccc(Cl)c2)cc1,-5,/,4,0.0,7,8,-5,-3,-8,1432,0.9
Cc1nn(Cc2ccc(Cl)c(Cl)c2)c(C)c1NC(=O)c1cc(-c2ccc3c(c2)OCO3)on1,-1,-1.6,-8,-0.3,41,19,77*,3,-5,1546,0.8
CC(=O)c1ccc(N2CCN(C(=O)/C=C/c3ccc(S(=O)(=O)NCc4ccco4)cc3)CC2)cc1,4,-0.15,-1,-1.1,11,0,29,6,15,1807,1
CC(=O)Nn1cc2c(c1-c1ccccc1)c(=O)n(C)c(=O)n2C,4,/,-19,0.2,-1,-3,-4,12,-1,1594,1
Cc1ccc(/C=C/C(=O)OCC(=O)NC(C)C)o1,-1,0.57,-10,-1.3,-4,1,-2,-2,1,1514,1
O=C(Oc1ccc(/C=N/Nc2ccccc2)cc1)c1ccccc1,-4,/,7,-5.6,/,0,50,-5,-1,1345,1
CSC(=Nc1ccccc1)C1=C(O)COC1=O,-1,1,1,3.1,/,-6,-3,0,-4,1439,1.1
Cc1nn(C)c(C)c1/C=C(\C#N)C(N)=O,0,-0.44,1,-0.1,-4,4,-3,-1,7,1437,1
N=c1c2cn[nH]c2nc(SCC(=O)c2ccc(Br)cc2)n1-c1ccc(Br)cc1,6,-0.25,10,0.0,-7,9,0,6,9,1780,0.9
CC(C)(C)NC(=O)c1cccc(NC(=O)Cc2ccc(Br)cc2)c1,3,/,-12,-0.4,7,1,94*,7,2,1603,1
COc1ccc(OCc2nnc(SCC(=O)c3ccccc3)o2)cc1,1,0.98,-3,0.0,0,3,-4,1,-3,1542,1
COc1cc2c(cc1OC)-c1cc(OCc3ccccc3Cl)nc(=O)n1CC2,3,-0.25,-9,-0.1,/,-1,19,3,1,1368,1
Clc1ccccc1-c1nnc2sc(-c3ccccn3)nn12,6,/,-5,-0.3,2,14,11,6,2,1561,0.9
Cn1c(=O)n(C)c2cc(S(=O)(=O)NCCO)ccc21,-3,2.6,17,0.0,/,2,10,-3,2,1460,1
Cc1c(C(=O)NNS(=O)(=O)c2ccccc2Cl)sc(=S)n1C,-3,/,-5,0.5,4,13,-5,4,6,1626,0.9
Cc1cc2c(Nc3ccccc3)ncnc2s1,-1,0.73,-19,0.3,2,4,30,-5,-1,1429,1
CCC1CCCCN1c1nc(-c2ccncc2)nc2ccccc12 (stereo not drawn),6,-1.3,-10,0.2,/,2,95*,10,2,1548,1
CCCCn1nc(NC(=O)c2cccs2)c2cc3ccccc3nc21,0,0.41,2,-0.1,/,6,34,0,6,1631,0.9
CCCn1c(=S)[nH]c2cc(C(=O)N3CCCC(C(=O)OCC)C3)ccc2c1=O (stereo not drawn),2,-3.2*,-6,-5.2,/,-1,1,5,2,1488,1
CC(=O)N(c1ccc(Cl)cc1)c1cn(C(C)=O)c2ccccc12,5,0.12,17,-0.1,-9,16,1,4,-2,1568,0.8
Cc1cc(C2=NNC(=Nc3ccccc3)SC2)c(C)n1C,5,-0.59,-2,0.3,-15,-5,-6,4,7,1618,1.1
Cc1cc2c(cc1C)N(C(=O)CSC1=NCCS1)C(C)(C)c1ssc(=S)c1-2,1,/,4,-1.5,/,41,29,1,11,1404,0.6
COc1cccc2cc(C(=O)N3C(C)CCCC3C)c(=O)oc12 (stereo not drawn),9,0.66,-6,1.3,/,14,-7,0,-2,1555,0.9
O=C(NC(C(=O)N/N=C/c1ccccc1)c1n[nH]c(=O)c2ccccc12)c1ccccc1 (stereo not drawn),5,/,11,-4.6,/,7,10,3,3,1651,0.9
O=C(CCSc1ccccc1)N1CCN(c2ccccc2)CC1,4,-0.2,6,-0.2,14,0,-4,5,7,1669,1
CCCn1cnc2scc(-c3ccc(C)cc3)c2c1=O,2,-1.8,-11,-0.8,6,5,3,-2,-7,1444,1
C=C(C)c1cccc(C(C)(C)NC(=O)N2CCCCC2CC)c1 (stereo not drawn),-4,-0.66,0,0.2,/,-11,25,-1,-5,1544,1.1
COc1ccccc1CNCC(=O)NCc1ccc(C)cc1,3,-1.2,5,3.7,2,7,-3,12,5,1657,0.9
O=C(NC1CCN(C(=O)NCc2ccccc2)CC1)c1ccco1,-1,/,-2,3.4,14,6,-12,1,0,1527,0.9
COc1cccc(-c2nnn(CC(=O)Nc3ccc(C)cc3C)n2)c1OC,5,1.3,13,-2.3,11,-10,-5,3,-1,1621,1.1
CC(C)(C)c1ccc(S(=O)(=O)N2CC(=O)Nc3ccccc32)cc1,-3,-0.56,2,0.8,/,12,1,-2,2,1503,0.9
COc1ccc(NC(=O)[C@@H]2[C@@H]3C(=O)N(C4CCCCC4)C(=O)[C@@H]3C3c4ccccc4C=CN32)cc1 (stereo partly drawn),5,-1.4,20,-0.3,-15,1,12,8,12,1567,1
COC(=O)C1=C(CSc2nc3c(cc2C#N)CN(C)CC3)OC(N)=C(C#N)C1c1ccc(F)cc1 (stereo not drawn),21,-1.2,16,0.9,/,8,-1,5,-5,1340,0.9
COc1ccc2[nH]c(=O)c(CN(CCc3cccc(C)c3)C(C)=O)cc2c1,-8,-0.82,3,0.1,/,3,13,2,-3,1533,1
Nc1c(C(=O)O)cnc2c(-c3ccc(Cl)cc3)cnn12,-3,1.1,6,0.1,-14,0,22,2,-4,1385,1
O=C(CN1C(=O)c2ccccc2C1=O)N1CCOCC1,1,0.78,-20,2.4,-45,0,9,-4,0,1401,1
COc1ccc(CN2CCN(CCCCOc3ccc(Cl)cc3)CC2)c(OC)c1OC,2,-0.83,-11,1.1,6,0,21,-3,7,1639,1
Cc1cc2n(n1)C(c1c[nH]c3ccccc13)Nc1ccccc1-2 (stereo not drawn),-8,/,12,1.0,20,6,19,4,5,1632,0.9
O=C(NCc1ccco1)C1CCN(S(=O)(=O)c2cccc3cccnc23)CC1,/,/,/,-1.1,-22,4,0,/,/,/,1
Cn1cc(/C=C/C(=O)N2CCCC(C(=O)c3cccc(C(F)(F)F)c3)C2)cn1 (stereo not drawn),4,-1,-15,-1.4,-18,-3,-3,-1,14,1526,1
CCNS(=O)(=O)c1cc(OC)c(Cl)cc1OC,1,-1.3,-1,0.1,0,6,-1,0,-3,1653,0.9
O=C(Nc1ccc2c(c1)OCO2)C1CCCN1C(=O)OCc1ccccc1 (stereo not drawn),-5,/,12,-0.8,/,13,-2,-9,-2,1270,0.9
CN(Cc1cccs1)C(=O)CSc1nc2ccccc2[nH]1,-3,-0.48,16,-0.1,2,-26,-5,6,0,1663,1.3
C=CCn1c(=O)c2ccc(C(=O)NCc3ccccc3)cc2n(Cc2ccc(C)cc2)c1=O,-3,0.78,-6,0.7,-6,-5,8,0,-4,1472,1.1
Cc1ccc(NC(=O)c2ccc(S(=O)(=O)NCC3CCCO3)cc2)cc1C (stereo not drawn),3,-0.43,-20,-0.4,-14,1,12,-6,-2,1517,1
CCOC(=O)c1c(NC(=O)Cc2cccs2)sc(C(=O)NC2CCCCC2)c1C,4,/,-4,0.6,/,12,-4,3,8,1698,0.9
O=C(CSc1ccccn1)Nc1ccccc1F,1,-1.7,1,-0.1,-11,14,-6,7,12,1418,0.9
CCO[C@@H]1OC(C(=O)NCc2ccccc2)=C[C@H](c2ccc(C(F)(F)F)cc2)[C@H]1CCCO,0,/,-6,1.0,-3,-17,28,-5,2,1354,1.2
CNC(=O)c1nc(C)n(-c2ccc([N+](=O)[O-])cc2)n1,0,1,8,-0.3,-7,3,-2,-1,5,1649,1
O=C(NC1CCCCC1)C(Cc1ccccc1)N1C(=O)C2C3CCC(C3)C2C1=O (stereo not drawn),4,/,-6,-3.0,/,-2,1,10,6,1560,1
O=C(CCN1C(=O)COc2ccccc21)N1CCN(c2ccccn2)CC1,-8,/,8,0.3,10,8,1,12,-1,1731,0.9
COC(=O)C(C)Sc1ccc2nnc(-c3ccc(F)cc3)n2n1 (stereo not drawn),-11,/,-3,3.1,-14,-4,5,-3,-3,1418,1
CCOC(=O)c1cnn(-c2nc(-c3ccccc3F)cs2)c1C(F)(F)F,13,/,-14,1.8,/,8,-4,19,12,1644,0.9

# A stretch from the list above, as a working copy:
SMILES,PPARg SRC-3 ag,ROMK primary,TLR4-MyD88 BLA,Redox H2O2 prof,S1P3 antag,bIAP inhibitor,Lmaj promast,PPARg SRC-2 ag,PPARg SRC-1 ag,SRC2 TRFRET art,bIAP act
O=C(CCN1C(=O)COc2ccccc21)N1CCN(c2ccccn2)CC1,-8,/,8,0.3,10,8,1,12,-1,1731,0.9
COC(=O)C(C)Sc1ccc2nnc(-c3ccc(F)cc3)n2n1 (stereo not drawn),-11,/,-3,3.1,-14,-4,5,-3,-3,1418,1
CCOC(=O)c1cnn(-c2nc(-c3ccccc3F)cs2)c1C(F)(F)F,13,/,-14,1.8,/,8,-4,19,12,1644,0.9
